Source: PubChem (National Center for Advancing Translational Sciences (NCATS))
Giardia kill – Giardia lamblia killing; activity change, % at 7.66 µM, hits read low; Giardia lamblia trophozoite viability; 340,000 compounds, 0.15% hits; in the data active means activity change below about -80%; inconclusive means between about -30% and that limit;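 further: parasites exposed to compound for two days anaerobically before the ATP read; on the % scale 0 is the no-effect control and ±100 the full control effect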
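Media and compound were dispensed first, then trophozoites at 100 cells/well; plates sat 48 hrs at 37 deg C without oxygen before ATP luminescence reagent was added and read after 15-30 min at room temperature.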
BRCA1 expr up – BRCA1 expression activation | MCF7-BRCA1-FFLuc reporter, luminescence, 48 h; response scale: scaled: vehicle 0%, 10 µM genistein 100% | Potency, µM (series often up to 46.1 µM), without a hit: top-dose activation, actives largely listed as activators | 380,000 compounds, 1.1% hits; further: potency means the concentration at half of the fitted maximal effect; nearly all actives have a fitted effect of over 80% in size; some results filed as inactive show a strong effect at the top dose
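48 h compound treatment of MCF7-BRCA1-FFLuc cells (phenol-red free MEM, 37 °C), then 15 min with luciferase substrate and luminescence imaging.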
ELG1 genotox – induces genotoxicity in HEK293T cells with luciferase-tagged ELG1 | HEK293T ELG1-luciferase reporter, luminescence, 16 h | Potency, µM (top dose mostly 46 µM), for inactives: top-dose activity change, positive = activation, hits mostly activators | 330,000 compounds, 1.3% hits | AID 504466; further: potency means the concentration at half of the fitted maximal effect; % of control where 0% means no effect; nearly all actives have a fitted effect of over 60% in size
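HEK293T cells expressing luciferase-tagged ELG1 were exposed to compound or DMSO vehicle for 16 hr at 37 °C and 5% CO2. Luciferase activity was then measured with ONE-Glo after 30 min at room temperature.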
p53 reactivator – re-activators of mutant p53; H1299 p53-A138V BP100-luciferase reporter, luminescence, 24 h; Potency, µM (doses to about 92.2 µM), inactives show at the highest dose activity change, positive = activation, most hits filed as activators; 320,000 compounds, 0.063% hits; AID 504706; further: potency means the concentration at half of the fitted maximal effect; % of control where 0% means no effect; nearly all actives have a fitted effect of over 45% in size
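p53-null H1299 cells stably carrying temperature-sensitive p53-A138V and a BP100-luciferase reporter were pinned with compounds (4-point, 1:5 series) and held 24 hrs at 37 deg C. Luminescence was read 10 min after detection reagent.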
Active calls of the source: *. Unless noted, the call rests on the fitted dose curve; in most records, active means well fitted activation curve with a large enough effect; inconclusive means small, poorly fitted or top-dose-only effect; inactive means no such curve, though single readings can be large or run the other way. The list is partial; rates above refer to the full screens.

Results for C[C@H](CO)N1C[C@H](C)[C@@H](CN(C)C)Oc2c(NS(=O)(=O)c3ccc(F)cc3)cccc2C1=O ?
Giardia kill: -22; BRCA1 expr up: 0%; ELG1 genotox: -1%; p53 reactivator: 2%

How did CCOc1ccc(Br)cc1S(=O)(=O)Nc1ccc(S(=O)(=O)Nc2cc(C)on2)cc1 do in these assays?
Giardia kill: -25; BRCA1 expr up: -24%; ELG1 genotox: 1%; p53 reactivator: -5%

Results for CCOC(=O)C1=C(COC(=O)c2cccnc2SC)NC(=O)NC1C (centres undefined) ?
Giardia kill: -10; BRCA1 expr up: -3%; ELG1 genotox: 1%; p53 reactivator: -6%

What do the screens show for `COc1cc(OC)cc(C(=O)NNC(=O)c2nn(C)c(=O)c3ccccc23)c1`?
Giardia kill: -11; BRCA1 expr up: -34%; ELG1 genotox: -4%; p53 reactivator: 1%

What do the screens show for `CCCCN1C(=N)N([C@@H](CN2CCC[C@H]2CN2C(N)=NC[C@@H]2Cc2ccccc2)C(C)C)C[C@H]1Cc1ccccc1`?
Giardia kill: 29; BRCA1 expr up: 7%; ELG1 genotox: 0%; p53 reactivator: 5%

Results for O=C(COC(=O)c1ccccc1Br)Nc1cccnc1Cl ?
Giardia kill: -7; BRCA1 expr up: -4%; ELG1 genotox: 4%; p53 reactivator: 4%

How did O=C(C[C@H]1C/C=C\CC[C@@H](Cc2ccc(F)cc2)C(=O)O[C@H](c2ccccc2)CNC1=O)N[C@H](CO)Cc1ccccc1 do in these assays?
Giardia kill: 0; BRCA1 expr up: -11%; ELG1 genotox: -7%; p53 reactivator: 2%

Results for Cc1ccc(-c2csc(NCCn3c(C)nc4cc(C(F)(F)F)ccc43)n2)cc1 ?
Giardia kill: -13; BRCA1 expr up: 0%; ELG1 genotox: 0%; p53 reactivator: -3%

What do the screens show for `CC(C)(C)OC(=O)C[C@H]1C/C=C\C[C@@H](CC(=O)N(CCO)Cc2ccccc2)C(=O)NCCOC1=O`?
Giardia kill: 4; BRCA1 expr up: 0%; ELG1 genotox: 0%; p53 reactivator: -1%

Results for CC(OC(=O)C1=COCCO1)C(=O)NC1(C#N)CCCCC1 (centres undefined) ?
Giardia kill: -14; BRCA1 expr up: -9%; ELG1 genotox: 2%; p53 reactivator: 7%

How did C[C@H](CO)N1C[C@H](C)[C@@H](CN(C)C(=O)NC2CCCCC2)Oc2ccc(NS(=O)(=O)c3cccs3)cc2C1=O do in these assays?
Giardia kill: -1; BRCA1 expr up: -10%; ELG1 genotox: 6%; p53 reactivator: 10%

What do the screens show for `CN1CCCN(C(=O)CNC(=O)c2ccccc2Br)CC1`?
Giardia kill: 0; BRCA1 expr up: 4%; ELG1 genotox: 1%; p53 reactivator: 3%

The closing 3 compounds of the section before are carried over, then new ones follow.
Results for CC(OC(=O)C1=COCCO1)C(=O)NC1(C#N)CCCCC1 (centres undefined) ?
Giardia kill: -14; BRCA1 expr up: -9%; ELG1 genotox: 2%; p53 reactivator: 7%

How did C[C@H](CO)N1C[C@H](C)[C@@H](CN(C)C(=O)NC2CCCCC2)Oc2ccc(NS(=O)(=O)c3cccs3)cc2C1=O do in these assays?
Giardia kill: -1; BRCA1 expr up: -10%; ELG1 genotox: 6%; p53 reactivator: 10%

What do the screens show for `CN1CCCN(C(=O)CNC(=O)c2ccccc2Br)CC1`?
Giardia kill: 0; BRCA1 expr up: 4%; ELG1 genotox: 1%; p53 reactivator: 3%

Results for COc1ccc(C(CNC(=O)c2cccc(S(=O)(=O)N3CCc4ccccc43)c2)N(C)C)cc1 (centres undefined) ?
Giardia kill: 4; BRCA1 expr up: -31%; ELG1 genotox: -5%; p53 reactivator: 25%

What do the screens show for `COc1ccc(OCC(=O)Nc2nc3cc4c(cc3s2)OCCO4)cc1`?
Giardia kill: -11; BRCA1 expr up: 9%; ELG1 genotox: -2%; p53 reactivator: 11%

What do the screens show for `C[C@H](CO)N1C[C@H](C)[C@@H](CN(C)C(=O)NC2CCCCC2)Oc2ccc(NS(=O)(=O)c3cn(C)cn3)cc2C1=O`?
Giardia kill: 14; BRCA1 expr up: 10%; ELG1 genotox: 1%; p53 reactivator: -6%

Results for COc1ccc(S(=O)(=O)N(C)C[C@@H]2Oc3ccc(NC(=O)Nc4c(C)noc4C)cc3C(=O)N([C@H](C)CO)C[C@@H]2C)cc1 ?
Giardia kill: -6; BRCA1 expr up: 0%; ELG1 genotox: 4%; p53 reactivator: -1%

How did CC(=O)C[C@@H](O)CC(=O)[C@@H]1OC(=O)CCCCC/C=C/Cc2ccccc21 do in these assays?
Giardia kill: -13; BRCA1 expr up: 8%; ELG1 genotox: -4%; p53 reactivator: -5%

Results for COc1ccc2[nH]c3c(c2c1)CCN1C(=O)C(CC(=O)NCc2ccco2)C[C@H](C(=O)N2CCCCC2)[C@@]31CCc1ccccc1 (some centres undefined) ?
Giardia kill: -20; BRCA1 expr up: -17%; ELG1 genotox: -2%; p53 reactivator: -4%

How did COc1ccccc1NC(=O)COC(=O)C1=NN(c2ccccc2)C(=O)CC1 do in these assays?
Giardia kill: -14; BRCA1 expr up: 6%; ELG1 genotox: 3%; p53 reactivator: 0%

What do the screens show for `COc1cc(OC)c2c(-c3cccc(-c4ccc(F)c(Cl)c4)c3)cc(=O)oc2c1`?
Giardia kill: -3; BRCA1 expr up: -56%; ELG1 genotox: -2%; p53 reactivator: 4%

What do the screens show for `COc1ccc2[nH]c3c(c2c1)CCN1C(=O)C(CC(=O)NC(C)(C)C)C[C@H](C(=O)N2CCCCC2)[C@@]31CCc1ccccc1` (some centres undefined)?
Giardia kill: -11; BRCA1 expr up: 0%; ELG1 genotox: 0%; p53 reactivator: 5%

What do the screens show for `COCCn1c(SCC(=O)NCCCN2CCCC2=O)nc2ccccc2c1=O`?
Giardia kill: 11; BRCA1 expr up: 0%; ELG1 genotox: -2%; p53 reactivator: 7%

What do the screens show for `C[C@@H]1COC(=O)[C@H](NC(=O)OCC2c3ccccc3-c3ccccc32)C/C=C\C[C@@H](CC(=O)N(CCO)Cc2ccccc2)C(=O)N1`?
Giardia kill: -17; BRCA1 expr up: -14%; ELG1 genotox: -1%; p53 reactivator: -1%

How did O=C(COC(=O)c1ccccc1Br)NCC1CCCCC1 do in these assays?
Giardia kill: 15; BRCA1 expr up: 7%; ELG1 genotox: 12%; p53 reactivator: inconclusive

How did COc1cc2cnc(-c3cccnc3)cc2cc1OC do in these assays?
Giardia kill: -3; BRCA1 expr up: -8%; ELG1 genotox: 12%; p53 reactivator: -1%

Results for CC(C)(C)OC(=O)C[C@H]1C/C=C\C[C@H](CC(=O)NCCO)C(=O)NCCOC1=O ?
Giardia kill: -12; BRCA1 expr up: -6%; ELG1 genotox: 5%; p53 reactivator: 0%

Results for C=CC[C@@H](CC(=O)N(CCO)Cc1ccccc1)C(=O)N[C@@H](COC(=O)[C@H](CC=C)CC(=O)OC(C)(C)C)Cc1c[nH]c2ccccc12 ?
Giardia kill: 9; BRCA1 expr up: -57%; ELG1 genotox: -10%; p53 reactivator: 3%

What do the screens show for `O=C(CNC(=O)c1ccc2c(c1)OCO2)NCCOc1ccc(Cl)cc1`?
Giardia kill: -30; BRCA1 expr up: -17%; ELG1 genotox: 2%; p53 reactivator: -4%

How did CC(=O)c1ccc(OC(=O)CCNC(=O)c2ccccc2)cc1 do in these assays?
Giardia kill: 12; BRCA1 expr up: 4%; ELG1 genotox: 3%; p53 reactivator: 4%

What do the screens show for `O=C(CC(O)CCc1ccccc1)c1ccc(O)cc1` (centres undefined)?
Giardia kill: 11; BRCA1 expr up: 50%; ELG1 genotox: 11%; p53 reactivator: 17%

Results for O=C(COC(=O)CCSc1ccccc1)Nc1ccccc1 ?
Giardia kill: -26; BRCA1 expr up: 5%; ELG1 genotox: 13%; p53 reactivator: 1%

How did O=C(O)COc1ccccc1C=NNc1ccc([N+](=O)[O-])cc1S(=O)(=O)Nc1ccc(Cl)cc1 do in these assays?
Giardia kill: 6; BRCA1 expr up: -21%; ELG1 genotox: -1%; p53 reactivator: -1%

What do the screens show for `CC(C)(C)OC(=O)[C@H](CCCCN)NC(=O)c1nc[nH]c1C(=O)N[C@@H](CCCCN)C(=O)OC(C)(C)C`?
Giardia kill: -1; BRCA1 expr up: 15%; ELG1 genotox: -3%; p53 reactivator: 2%

What do the screens show for `COc1ccc(OCC(=O)N2c3ccccc3CC2C)c([N+](=O)[O-])c1` (centres undefined)?
Giardia kill: 14; BRCA1 expr up: -8%; ELG1 genotox: 0%; p53 reactivator: 10%

Results for CC(=O)N1CCN(C(=O)COC(=O)c2ccc(S(C)(=O)=O)cc2)CC1 ?
Giardia kill: 0; BRCA1 expr up: -7%; ELG1 genotox: 4%; p53 reactivator: -4%

Results for CCN(C[C@H]1N[C@@](CC)(C(=O)OC)[C@H]2C(=O)N(C)C(=O)[C@@H]12)C(=O)COc1ccccc1 ?
Giardia kill: 13; BRCA1 expr up: 0%; ELG1 genotox: -3%; p53 reactivator: -8%

How did C=CC[C@@H](Cc1ccc(F)cc1)C(=O)OC[C@@H]1CCCN1C(=O)[C@@H](CC=C)CC(=O)NCCO do in these assays?
Giardia kill: -2; BRCA1 expr up: 0%; ELG1 genotox: 0%; p53 reactivator: -5%

How did O=C(CNC(=O)c1ccccc1F)NCc1ccncc1 do in these assays?
Giardia kill: -13; BRCA1 expr up: -20%; ELG1 genotox: 3%; p53 reactivator: 4%

How did CCN(C(=O)COC(=O)c1ccc2c(c1)OCO2)c1ccccc1 do in these assays?
Giardia kill: -17; BRCA1 expr up: 4%; ELG1 genotox: 0%; p53 reactivator: -4%

Results for Cc1ccccc1NC(=O)COC(=O)[C@@H]1CCCN1C(=O)c1cccs1 ?
Giardia kill: -10; BRCA1 expr up: -9%; ELG1 genotox: 5%; p53 reactivator: -3%

Results for C[C@H](CO)N1C[C@H](C)[C@@H](CN(C)C(=O)Nc2ccccc2)Oc2c(NC(=O)Cc3ccccc3)cccc2C1=O ?
Giardia kill: 2; BRCA1 expr up: -8%; ELG1 genotox: 3%; p53 reactivator: -2%

Results for O=C(COc1ccccc1[N+](=O)[O-])NCC1COc2ccccc2O1 (centres undefined) ?
Giardia kill: -2; BRCA1 expr up: 5%; ELG1 genotox: -1%; p53 reactivator: -3%

How did C[C@H]1COC(=O)[C@@H](Cc2ccc(F)cc2)C/C=C\C[C@H](CC(=O)NCCO)C(=O)N1 do in these assays?
Giardia kill: 9; BRCA1 expr up: -12%; ELG1 genotox: -1%; p53 reactivator: -9%

How did C#CCOCCOCCOCCNc1nc(N2CCN(C(=O)C([C@@H](C)O)n3cc([C@@H](N)CCCCN)nn3)CC2)nc(N2CCN(C(=O)[C@H](CCC(=O)O)n3cc([C@@H](N)[C@H](C)CC)nn3)CC2)n1 (some centres undefined) do in these assays?
Giardia kill: -13; BRCA1 expr up: 22%; ELG1 genotox: 3%; p53 reactivator: 1%

Pulled by compound from above, 3 records:
Results for O=C(COc1ccccc1[N+](=O)[O-])NCC1COc2ccccc2O1 (centres undefined) ?
Giardia kill: -2; BRCA1 expr up: 5%; ELG1 genotox: -1%; p53 reactivator: -3%

How did C[C@H]1COC(=O)[C@@H](Cc2ccc(F)cc2)C/C=C\C[C@H](CC(=O)NCCO)C(=O)N1 do in these assays?
Giardia kill: 9; BRCA1 expr up: -12%; ELG1 genotox: -1%; p53 reactivator: -9%

Results for Cc1ccccc1NC(=O)COC(=O)[C@@H]1CCCN1C(=O)c1cccs1 ?
Giardia kill: -10; BRCA1 expr up: -9%; ELG1 genotox: 5%; p53 reactivator: -3%
